GPR55 beta-arrestin – GPR55 agonists via beta-arrestin recruitment, primary screen, imaging, U2OS cells, beta-arrestin-GFP redistribution (AID 1961); G-protein coupled receptor 55 (Homo sapiens); U2OS GPR55 beta-arrestin-GFP redistribution imaging; higher % means a stronger effect; activation, % at 10 µM; hits with a dose series show EC50 in µM; 290,000 tested, 0.048% active;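 active means activation above 40% with more than 50 cells counted in the well; inconclusive means wells holding fewer than 50 cells, flagged as toxic or sparse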;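 further: U2OS osteosarcoma cells stably expressing GPR55 and beta-arrestin-GFP; plate controls were DMSO negative control for no effect and LPI positive control for full effect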
NOD1 inhibition – NOD1 signaling inhibitors, primary screen, cell-based, luminescence, uHTS (AID 1578) | 290,000 tested, 1% active | NOD1-driven NF-kB luciferase reporter cells, luminescence; higher % means a stronger effect | one-dose inhibition, % at 4 µM; EC50 in µM for titrated hits; in the data active means inhibition mostly above about 36%, no sharp cut-off; inactive means mostly below about 34%;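 further: HEK-293T reporter cells stimulated with the NOD1 agonist gamma-tri-DAP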
KOR beta-arrestin-1 – KOR antagonists, beta-arrestin recruitment, cell-based, luminescence, uHTS (AID 1778); KOR beta-arrestin recruitment, luminescence, antagonist mode; higher % means a stronger effect; 290,000 tested, 0.091% active; Kappa-type opioid receptor (Homo sapiens); one-dose inhibition, % at 10 µM; IC50 in µM for titrated hits; further: strong numbers were not always called active
MgcRacGAP inhibition – MgcRacGAP GTPase-activating activity inhibitors, confirmation, biochemical, ADP Hunter fluorescence; MgcRacGAP-stimulated Rac1 GTP hydrolysis, ADP Hunter fluorescence; higher % means a stronger effect; GST-tagged Rac1 F28L mutant substrate; inhibition, % at 30 µM, or IC50 in µM where a hit was titrated; 340,000 tested, 0.6% active; AID 624330, 2012;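 active means first-screen hits whose inhibition reached a set limit at any dose in the follow-up dose series; inconclusive means inhibition above the set first-screen limit but never retested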;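 further: fluorescence reports GDP produced by GAP-driven GTP hydrolysis; strong numbers were not always called active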
HIV peptide binding – inhibitors of HIV fusion peptide binding, primary screen, biochemical, uHTS, fluorescence dequenching (AID 1986); 290,000 tested, 0.3% active; cell-free peptide binding, fluorescence dequenching, 30 min; higher % means a stronger effect; one-dose inhibition, % at 20 µM; IC50 in µM for titrated hits; in the data active means inhibition mostly above about 52%, no sharp cut-off; inactive means mostly below about 76%; further: some results filed as inactive read as strong as hits
GPR55 antagonists – GPR55 antagonists blocking LPI-driven arrestin recruitment, primary screen, imaging, U2OS, beta-arrestin-GFP, LPI agonist (AID 2013). one-dose inhibition, % at 10 µM; IC50 in µM for titrated hits. 290,000 tested, 0.13% active. U2OS GPR55 beta-arrestin-GFP translocation imaging, LPI antagonism; higher % means a stronger effect;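 active means spots per cell inhibited over 60%, with over 100 cells counted and total cytoplasm intensity under 500,000; inconclusive means wells with under 100 cells, flagged as likely toxic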;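 further: U2OS cells stably carrying GPR55 and arrestin-GFP stimulated by 5 µM LPI near EC80; imaged beta-arrestin-GFP aggregate spots per cell after agonist stimulation; plate controls were LPI-stimulated DMSO wells for no effect and DMSO wells without LPI for full effect; some results filed as inactive read as strong as hits; confirmed hits need IC50 under 10 µM and bright autofluorescent wells are also inconclusive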
Large T inhibition – SV40 large T antigen inhibitors, biochemical (AID 1903); SV40 large T antigen ATPase/helicase inhibition assay; higher % means a stronger effect; 310,000 tested, 0.39% active; inhibition, % at 20 µM, or IC50 in µM where a hit was titrated; in the data active means a potency from the dose series; inconclusive means inhibition mostly from about 32% at the one dose, without a potency; inactive means the rest, 99 in 100 with inhibition below about 32%; further: strong numbers were not always called active
NOD2 inhibition – NOD2 signaling inhibitors, cell-based, luminescence, uHTS, HEK293 (AID 1566); HEK293 NOD2/NF-kB luciferase reporter, luminescence; higher % means a stronger effect; one-dose inhibition, % at 4 µM; EC50 in µM for titrated hits; 290,000 tested, 0.63% active; further: many of its hits are not listed in these tables
KOR beta-arrestin-2 – KOR agonists, beta-arrestin recruitment, primary screen, cell-based, luminescence, uHTS (AID 1777); one-dose activation, % at 10 µM; EC50 in µM for titrated hits; Kappa-type opioid receptor (Homo sapiens); 280,000 tested, 0.02% active; KOR beta-arrestin recruitment, luminescence; higher % means a stronger effect; in the data active means activation above about 50%, passing the limit was not always enough; further: a part of the inactive calls stands beside numbers as strong as those of hits
* marks the source's active call; other numbers are inactive results; u = inconclusive; x = not tested or not shown; & = joins results of further samples; ! = a repeat was not active; [ ] = remark or other dose. Unless noted, no stated cut-off is given here; in the data, active means inhibition above about 50%; inactive means the rest. This is a subset; the hit share may differ from the screen's.

smiles	KOR beta-arrestin-2	GPR55 antagonists	GPR55 beta-arrestin	NOD2 inhibition	MgcRacGAP inhibition	Large T inhibition	NOD1 inhibition	KOR beta-arrestin-1	HIV peptide binding
CCOC(=O)c1c(-c2ccccc2)c2cc(OC)ccc2n1CCCN(C)C	4.3%	9%	-0.4%	0%	24%	1%	-8%	-120%[20 µM]	-0.9%
Cc1ccc(COc2ccc(/C=N/NC(=O)c3ccc(CN4CCOCC4)cc3)cc2)cc1	4.7%	5%	0.6%	-4%	8%	5%	-19%	-7%	0.1%
CCn1c(SCC(=O)Nc2cccc(F)c2)nnc1-c1cc2cc(Br)ccc2o1	-0.2%	4%	0.2%	-26%	9%	20%	-32%	9%	-0.3%
CCC(C(=O)NC1CCCCC1)N(C(=O)c1snc(C(N)=O)c1N)c1ccc(OC)cc1OC (configuration not stated)	0.0%	4%	0.5%	11%	9%	5%	-18%	17%	0.0%
CCOC(=O)c1nc2sc3c(c2c(=O)[nH]1)CCCC3	1.6%&-3.7%	5%&14%	-0.1%&0.2%	55%*!	11%	13%	1%&7%	10%&10%	2.4%&0.4%
COc1ccc(C(=O)NCc2c(C)oc(C)c2C(=O)O)cc1	-8.1%	-22%	1.3%	7%	11%	4%	-28%	8%[20 µM]	1.4%
Oc1ccc(N=Nc2ccccc2-c2nn[nH]n2)c(O)c1	-2.6%	7%	0.4%	34%	10%	32%	8%	16%	44%
Cc1c(Cc2ccccc2)c(=O)oc2cc(OCC(=O)N3CCC(C(N)=O)CC3)ccc12	-4.0%	-1%	-0.2%	19%	3%	18%	4%	-50%[20 µM]	-0.4%
Brc1ccc(-c2nc3ccccc3s2)s1	-1.1%	-8%	0.0%	-100%	19%	13%	-130%	-14%	-1.2%
O=[N+]([O-])c1cc(Br)cc(C=Nc2ccc3c(c2)OCO3)c1O	1.9%	-4%	1.3%	12%	11%	32%	-4%	-16%	72%
COC(=O)[C@H]1CN(C(=O)c2ccccc2)C(=O)N1	-2.0%	-6%	-0.1%	10%	3%	12%	42%	-43%[20 µM]	0.5%
O=c1c2cnn(-c3ccccc3)c2ncn1Cc1ccccc1	-6.4%	0%	-0.5%	22%	2%	-3%	15%	2%	1.2%
COc1cc(/C=C2/C(=O)NN(c3ccc(Cl)cc3)C2=O)cc(OC)c1O	-2.9%	9%	0.0%	x	u	u	x	5%	93%*
Cc1ccc(S(=O)(=O)C2(S(=O)(=O)c3ccc(C)cc3)CC2)cc1	1.4%	-10%	0.0%	-3%	9%	5%	-6%	32%	-0.2%
O=C(NCCC(c1ccccc1)c1ccccc1)c1cccs1	11%	11%	-0.1%	-4%	-7%	25%	-9%	11%	1.5%
CC1CC(=O)c2cnc(NCC3CCCO3)nc2C1 (configuration not stated)	-5.5%	0%	0.2%	-14%	1%	-1%	-32%	1%	0.1%
COc1ccc(/C=N/Nc2ccc(C(F)(F)F)cc2[N+](=O)[O-])cc1O	-1.6%	-1%	-0.2%	10%	8%	13%	-4%	x	-6.0%
O=C(Cn1nc(C(=O)O)c2ccccc2c1=O)Nc1ccccc1C(F)(F)F	-1.4%	2%	-0.2%	-37%	4%	7%	26%	-9%	-2.4%
CCCCN(CCCC)S(=O)(=O)c1ccc(C(=O)Nc2nnc(CSC)o2)cc1	2.6%	14%	-0.1%	39%	8%	7%	x	-40%	-1.3%
CC1Cc2ccccc2N1S(=O)(=O)c1cccc(C(=O)Nc2cccnc2)c1 (configuration not stated)	0.6%	-5%	-0.1%	-39%	12%	20%	-9%	26%	-1.6%
CCC(C)NC(=O)c1ccccc1NS(=O)(=O)c1ccc(OC)c(OC)c1 (configuration not stated)	-1.3%	7%	-0.1%	-2%	-1%	1%	-19%	-7%	0.3%
CN(C1CCCCC1)S(=O)(=O)c1ccc(-n2cnnn2)cc1	-8.0%	-16%	0.1%	-14%	9%	1%	-20%	-40%	-0.5%
O=C(Nc1ccccc1)N1CCCC(c2nc(-c3ccc(F)cc3)no2)C1 (configuration not stated)	0.5%	26%	-0.1%	-10%	1%	0%	-1%	8%	1.1%
CC(=O)c1cccc(NC(=O)c2ccc(NC(=O)CC3SC(N4CCCCC4)=NC3=O)cc2)c1 (configuration not stated)	0.1%	3%	0.0%	17%	5%	10%	-21%	5%	1.6%
COc1ccc(CCN(C)C(=O)CNC(=O)c2ccccc2F)cc1OC	-2.7%	-3%	-0.5%	15%	6%	6%	-6%	1%	0.2%
CC1CCCN(S(=O)(=O)c2ccc3c(c2)c(=O)nc2ccccn23)C1 (configuration not stated)	-2.9%	10%	-0.3%	0%	5%	16%	9%	-4%	1.4%
Cc1ccc(NC(=S)N2CCN(C3CCCCC3)CC2)cc1	1.9%	16%	-0.2%	-6%	5%	1%	x	4%	-2.2%
c1cc(-c2nc3cc(Cc4ccc5oc(-c6ccncc6)nc5c4)ccc3o2)ccn1	2.7%	-2%	-0.1%	-1%	x	x	-8%	8%	-0.3%
Cc1cccc(CN2CCC(CNC(=O)C3CCCN(S(=O)(=O)c4cnc[nH]4)C3)CC2)c1 (configuration not stated)	-1.8%	13%	0.2%	12%	-6%	4%	-5%	38%	0.1%
C/C=C/C=C/C(=O)Nc1nccs1	5.1%	-3%	0.1%	-9%	8%	11%	-32%	-4%	9.4%
O=C(CCCCCN1C(=O)c2cccc([N+](=O)[O-])c2C1=O)Nc1ccccc1F	-1.5%	10%	-0.1%	6%	15%	26%	-18%	-16%	-1.1%
CCOc1cc(Br)cc(/C=C2\SC(=Nc3ccccc3)NC2=O)c1O	2.9%	22%	0.6%	-59%	13%	11%	-86%	-12%	7.7%
COc1ccc(S(=O)(=O)Cc2ccc(C(=O)NCc3ccccn3)o2)cc1	9.9%	4%	0.5%	13%	1%	7%	22%	0%	-0.1%
Nn1c(-c2ccc(O)cc2)nnc1-c1ccc(O)cc1	-0.6%	6%	-0.1%	-1%	9%	27%	-11%	8%	0.4%
COc1cccc2[nH]c(C(=O)NCCc3ccccc3)cc12	2.1%	-1%	-0.2%	-19%	8%	3%	-13%	5%	2.6%
O=C(O)CSc1nc2c(c(C(F)(F)F)n1)CCc1ccccc1-2	-6.6%	14%	0.2%	17%	-5%	6%	-25%	8%	3.6%
CCn1cc(/C=N\NC(=O)c2csc3ccccc23)c(C)n1	4.9%	-4%	0.3%	-3%	5%	2%	-10%	-18%	0.0%
COc1ccc(C2OC3=C(Nc4cc(C)c(C)cc4N3)C2=O)cc1 (configuration not stated)	4.5%	5%	0.2%	-72%	7%	8%	-3%	-2%	-0.9%
Cc1ccc(N/C=C(\C2OC(=O)c3ccccc32)[N+](=O)[O-])c(C)c1 (configuration not stated)	1.9%	8%	0.3%	-8%	x	9%	40%	-4%	-3.1%
Nc1ccnn1Cc1cccnc1	1.1%	20%	0.3%	-4%	18%	10%	-9%	21%	1.7%
COCc1ccc([C@@H]2C[C@H]3CN(Cc4ccccc4C)C(=O)[C@]34CCCN24)o1	-3.3%	12%	-0.2%	1%	9%	15%	-17%	13%	-0.9%
O=C(O)c1cccc(-n2cccc2/C=N/O)c1	-3.0%	-7%	0.0%	-26%	13%	26%	-49%	8%	-3.3%
O=C(Nc1ncc([N+](=O)[O-])s1)C1COc2ccccc2O1 (configuration not stated)	7.0%	-1%	0.0%	-9%	9%	5%	5%	-8%	2.9%
Cn1c(Sc2ccccc2Cl)c(C=O)c2ccccc21	4.1%	8%	0.2%	37%	13%	1%	42%	-19%	-1.7%
O=C(NCC(c1cccnc1)N1CCN(c2ccccc2)CC1)C1CCCCC1 (configuration not stated)	3.7%	-7%	0.2%	5%	3%	2%	-2%	-8%	2.4%
O=C(NC1CCCCCC1)C1CC(=O)N(c2ccc(Cl)cc2)C1 (configuration not stated)	1.6%	8%	-0.2%	-2%	5%	5%	-6%	-3%	1.9%
O=C1CN(S(=O)(=O)c2ccccc2C(F)(F)F)CCN1	-3.9%	6%	0.6%	-2%	7%	4%	-29%	22%	0.5%
CS(=O)(=O)Nc1ccc(N2CCCCC2)c(Cl)c1	-0.1%	-8%	2.3%	-15%	9%	8%	-2%	-48%	-0.1%
O=C(OCCOc1ccccc1Cl)c1ccc(-n2cnnn2)cc1	1.3%	2%	0.1%	2%	7%	11%	-18%	17%	1.0%
CC(CCc1ccc(O)cc1)NCc1ccc(Br)cc1 (configuration not stated)	2.6%	-17%	0.5%	19%	1%	4%	1%	19%[20 µM]	-0.5%
CC1(C)CC(=O)c2c(oc3cc(O)c(O)cc23)C1	1.7%	-14%	-0.1%	-25%	u	u	-12%	-38%	2.0%
CCN(C(=O)Nc1cccc(Cl)c1)c1ccccc1	-2.1%	-9%	0.5%	15%	13%	13%	8%	-41%[20 µM]	1.1%
Cc1ccc(OCC(=O)N/N=C\c2ccc(C)o2)c(C)c1	6.7%	5%	0.5%	-5%	8%	5%	-33%	-38%	0.1%
NC(=O)C1CCN(CC(=O)Nc2cc(Cl)ccc2Oc2ccccc2)CC1	-0.4%	18%	0.2%	3%	0%	3%	-28%	-7%	-2.4%
Nn1c(Cc2cccc3ccccc23)nnc1SCC(=O)NC1CCS(=O)(=O)C1 (configuration not stated)	-5.4%	9%	0.3%	13%	7%	8%	4%	13%	-2.9%
CC(=O)N1CCCc2cc(S(=O)(=O)N3CCCC(C(=O)Nc4cccc(F)c4)C3)ccc21 (configuration not stated)	-0.2%	1%	0.2%	39%	10%	12%	-22%	-22%	-0.9%
COc1ccc(C)cc1NS(=O)(=O)c1cccc2nonc12	0.8%	5%	0.0%	-8%	4%	7%	-24%	-20%	-1.6%
CCC1=NN(C(=O)CCc2ccccc2)C(O)(C(F)(F)F)C1 (configuration not stated)	0.0%	-11%	0.3%	17%	6%	6%	19%	-20%	-3.1%
O=C(NCCc1ccc(Cl)cc1)Nc1ccc(Cl)cc1	4.2%	1%	0.0%	-24%	7%	9%	0%	20%	-1.5%

Source: PubChem BioAssay
